# CCR6 antagonist – antagonists of human CCR6 receptor. P51684. CHO-K1 CCR6 PathHunter beta-arrestin, luminescence, CCL20-stimulated. inhibition, % at 20 µM. 340,000 compounds, 0.49% hits. AID 493098;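 active = compounds whose inhibition of the agonist-driven luminescence signal at 20 µM reaches about 50%, limit read from the data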;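 also: cells stimulated with CCL20 at 14 nM final; plate controls were DMSO with CCL20 for no effect and DMSO without agonist for full effect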
# UBC13 polyUb – blocks human UBC13 polyubiquitin chain formation; P61088; 330,000 compounds, 0.47% hits; inhibition, % at 20 µM; TR-FRET; in the data active = inhibition above about 45%, passing the limit was not always enough
# Target sequence (P61088 whole entry, looked up): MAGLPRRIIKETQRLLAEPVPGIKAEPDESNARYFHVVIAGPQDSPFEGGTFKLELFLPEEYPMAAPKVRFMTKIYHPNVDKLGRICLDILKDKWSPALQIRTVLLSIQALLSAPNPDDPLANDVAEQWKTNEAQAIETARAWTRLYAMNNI
# ATG4B inh – inhibitors of human ATG4B cysteine protease; 340,000 compounds, 0.51% hits; inhibition, % at 8.33 µM; ATG4B cleavage of LC3-PLA2, NBD-HPC fluorescence, 1 h; Q9Y4P1; AID 504462; in the data active = inhibition above about 40%
# Target sequence (Q9Y4P1 whole entry, looked up): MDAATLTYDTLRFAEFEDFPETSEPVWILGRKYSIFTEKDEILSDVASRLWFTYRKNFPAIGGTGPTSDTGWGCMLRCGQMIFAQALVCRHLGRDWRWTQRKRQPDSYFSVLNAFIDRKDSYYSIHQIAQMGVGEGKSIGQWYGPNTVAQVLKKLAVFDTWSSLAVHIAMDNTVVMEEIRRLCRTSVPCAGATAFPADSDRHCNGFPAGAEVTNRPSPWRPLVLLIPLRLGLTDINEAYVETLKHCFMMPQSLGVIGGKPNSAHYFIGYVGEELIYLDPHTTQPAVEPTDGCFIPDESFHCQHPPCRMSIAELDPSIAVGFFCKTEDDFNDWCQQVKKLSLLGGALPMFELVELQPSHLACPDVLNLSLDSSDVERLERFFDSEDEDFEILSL
# APJ ag – agonists of human APJ apelin receptor. activation, % at 20 µM. AID 2520. CHO-K1 APJ PathHunter beta-arrestin, luminescence; 0% DMSO wells, 100% apelin. 330,000 compounds, 0.11% hits;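 active = activation more than six SD over the plate average, tested at 20 µM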;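 also: 0% = DMSO alone and 100% = apelin-13 at 10 nM; some results filed as inactive read as strong as hits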
#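 Assay system: CHO-K1 APJ beta-arrestin complementation cell line / Compound: single test compound dose, 20 µM final, 1% DMSO / Times: overnight seeding, 90 min compound at 25 °C, 1 h detection / Technique: beta-gal luminescence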
# Gli-Sufu antag – blocks Gli-Sufu signaling in a luciferase reporter | Sufu-KO-LIGHT fibroblasts, Gli luciferase reporter luminescence | inhibition, % at 5 µM | 340,000 compounds, 0.74% hits | AID 588413;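 active = inhibition above about 55%, limit read from the data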;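 also: 0% = DMSO-treated cells and 100% = wells with medium but no cells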
# EBI2 block – EBI2 (human) antagonism. P32249. EBI2 beta-arrestin recruitment, luminescence, 7a,25-OHC stimulated. inhibition, % at 5 µM. 360,000 compounds, 0.81% hits. AID 651636; in the data active = inhibition above about 38%;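 also: enzyme fragment complementation signal reports receptor beta-arrestin coupling in cells; 0% = agonist plus DMSO wells and 100% = wells without agonist; some results beyond the cut were filed as inactive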
# Target sequence (P32249 whole entry, looked up, the tested form may be a part): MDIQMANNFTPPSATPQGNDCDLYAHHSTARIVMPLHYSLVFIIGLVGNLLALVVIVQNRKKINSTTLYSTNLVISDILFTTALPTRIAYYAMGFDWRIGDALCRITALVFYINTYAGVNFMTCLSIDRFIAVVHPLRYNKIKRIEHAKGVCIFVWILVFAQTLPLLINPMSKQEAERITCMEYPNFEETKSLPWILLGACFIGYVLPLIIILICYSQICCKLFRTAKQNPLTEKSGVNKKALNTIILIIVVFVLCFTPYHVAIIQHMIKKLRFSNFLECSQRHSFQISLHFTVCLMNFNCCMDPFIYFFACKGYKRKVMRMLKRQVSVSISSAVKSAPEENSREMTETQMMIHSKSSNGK
# CXCR6 inh – blocks human CXCR6 beta-arrestin recruitment; O00574; CHO-K1 PathHunter CXCR6 beta-arrestin, luminescence; inhibition, % at 20 µM; 360,000 compounds, 0.36% hits; in the data active = inhibition above about 34%, passing the limit was not always enough;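 also: antagonist mode with CXCL16 agonist at 10 nM final; 0% = 10 nM CXCL16 with DMSO and 100% = unstimulated wells without agonist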
# APJ antag – antagonists of human APJ apelin receptor; CHO-K1 APJ beta-arrestin complementation, luminescence; 330,000 compounds, 0.32% hits; P35414; inhibition, % at 20 µM;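 active = inhibition above about 40% at 20 µM, limit read from the data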;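 also: cells challenged with 10 nM apelin-13 agonist together with compound; plate controls were apelin-13 plus DMSO wells for no effect and DMSO wells lacking apelin-13 for full effect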
# The depositor's hits bear a star; / = not tested or not shown.
SMILES,CCR6 antagonist,UBC13 polyUb,ATG4B inh,APJ ag,Gli-Sufu antag,EBI2 block,CXCR6 inh,APJ antag
O=C(NCc1cccnc1)c1ccc(S(=O)(=O)N2CCCCCC2)cc1,-2,6,-17,0,-6,5,-2,5
CCOCC(=O)Nc1nnc(COCC)s1,-18,-6,-5,-1,-1,-5,-2,13
Cc1cccc(NC(=O)CN2CCC(C(=O)c3ccc4c(c3)OCCO4)CC2)c1,0,10,-9,-3,28,5,-18,-8
COc1cc(OC)cc(C(=O)NC2=NCCS2)c1,20,-2,-17,-3,-10,-5,-5,10
CCn1c(COc2ccc(C)cc2)nnc1SCC(=O)Nc1ccc2c(c1)OCCO2,17,-4,-20,-3,-3,-6,6,-4
O=S(=O)(Cc1ccccc1)Nc1cccc(Br)c1,3,6,-1,-2,2,-3,-7,1
O=C(NCc1ccco1)C1CCCN1C(=O)Nc1ccc(Cl)cc1 (stereo not drawn),4,-8,-12,0,-2,0,-2,-20
CC(CCc1ccccn1)C(=O)C(C)CCc1ccccn1 (stereo not drawn),8,/,-6,/,1,-6,-8,/
OC(COc1ccc(F)cc1Cl)CN1CCC(Cc2ccccc2)CC1 (stereo not drawn),7,8,0,-2,9,16,-12,-13
COCCSc1nnc(NS(=O)(=O)c2ccccc2)s1,7,2,-8,-3,-3,3,11,5

# 2 entries picked at random from the list so far:
SMILES,CCR6 antagonist,UBC13 polyUb,ATG4B inh,APJ ag,Gli-Sufu antag,EBI2 block,CXCR6 inh,APJ antag
CCn1c(COc2ccc(C)cc2)nnc1SCC(=O)Nc1ccc2c(c1)OCCO2,17,-4,-20,-3,-3,-6,6,-4
CC(CCc1ccccn1)C(=O)C(C)CCc1ccccn1 (stereo not drawn),8,/,-6,/,1,-6,-8,/

# (more compounds)
SMILES,CCR6 antagonist,UBC13 polyUb,ATG4B inh,APJ ag,Gli-Sufu antag,EBI2 block,CXCR6 inh,APJ antag
COc1cccc(-n2c(SCC(N)=O)nc3ccccc3c2=O)c1,1,-7,-11,-6,14,-11,3,-3
Cc1nn(-c2ccccc2)c2sc(C(=O)N(CC(=O)NC(C)(C)C)Cc3ccco3)cc12,57*,6,-6,-2,3,9,5,11
COc1ccc2oc(=O)c(C(=O)N3CCN(c4ccccc4F)CC3)cc2c1,-1,-1,-8,-1,4,0,4,-3
Cc1ccnc2c1ccc1cccnc12,-25,-36,1,-5,92*,6,-14,3
CCCc1nnc(NC(=O)CC(=O)OCC)s1,18,-4,0,2,2,-4,2,-14
C/C(=N\N(Cc1ccccc1)c1ccccc1)c1ccncc1,22,5,9,-4,10,5,-1,14
CCCOC(=O)c1ccc(OC(=O)c2ccco2)cc1,-2,5,-1,-6,-1,-1,-7,10
CC[N+](CC)(CC)CCOc1ccc(/C=C/c2ccccc2)cc1,11,-1,14,-2,49,1,7,11
COc1cccc(NC(=O)C(Sc2nc3ccccc3c(=O)n2CC(C)C)c2ccccc2)c1 (stereo not drawn),0,-13,-2,0,0,-4,1,-1
CCOC(=O)c1cc(OCC(=O)NC(C)C(C)C)cc(C(=O)OCC)c1 (stereo not drawn),10,8,6,-4,0,-4,-10,8
O=c1[nH]c(CSc2nc(-c3ccccc3)cs2)nc2ccccc12,20,8,-2,-2,-3,6,5,12
CCCOc1ccc(C(C)=O)cc1CSCCC#N,-8,3,-7,-7,0,5,2,0
O=[N+]([O-])c1ccc(C(O)CNC(=S)Nc2ccccc2)cc1 (stereo not drawn),10,3,13,-2,-5,10,4,-22
CCOC(=O)c1c(-c2ccc(F)cc2)csc1NC(=O)C1CCCO1 (stereo not drawn),6,4,-7,3,-2,5,-4,-18
CCOc1cc(NC(=O)c2ccco2)c(OCC)cc1NC(=O)COc1ccccc1,-8,-54,-7,2,19,15,-8,-22
Cc1cscc1NC(=O)/C=C/C(=O)O,-4,2,3,-2,-17,-1,1,13
Cc1c(C)n(-c2ccc(Cl)cc2)c2ncnc(N)c12,11,8,-7,1,-12,4,11,-14
Cn1nnc2c[n+](CC(=O)c3ccc(Cl)cc3)cc(Br)c21,-9,-14,0,7,6,-8,-13,-25
COc1nc(OC)nc(N2CCC(C(=O)NC3CC3)CC2)n1,-5,4,3,2,-11,-19,-7,4
COc1ccc2c(c1)C1NC(=S)NC(C)(O2)C1C(=O)Nc1ccc(C)cc1C (stereo not drawn),6,11,-15,-4,5,-1,4,5
CCC(Oc1ccccc1)C(=O)Nc1nnc(C(F)(F)F)s1 (stereo not drawn),-13,-1,-2,0,-2,3,-6,7
CCCCn1ccnc1C(=O)c1ccc(S(=O)(=O)N(CCOC)CCOC)cc1,-5,2,-16,-3,-1,1,-1,6
Cn1c(SCC(=O)NC2CC2)nnc1-c1cccc(NC(=O)c2ccccc2F)c1,-7,4,-8,2,3,-1,3,2
CCOC(=O)C1CCN(C(=O)c2ccccc2NC(=O)c2ccc(Br)cc2)CC1,13,9,-10,-4,-8,-7,6,2
NC(=O)Nc1ccc2c(c1)OCCO2,23,1,-4,2,-4,-10,-3,13
Cc1ccc2nc(-c3ccc(NC(=S)NCCC(C)C)cc3)sc2c1,2,-9,1,-3,-52,-10,7,3
O=C(NCCC(=O)N1CCC2(CC1)NCCc1[nH]cnc12)c1cccc(Cl)c1,-2,4,-5,-6,-8,-3,-3,20
O=C(Nc1cc2c(ccc3ccccc32)oc1=O)C1CCCCC1,-1,6,-2,0,-9,8,-8,20
CCc1ncc(CN2CCCC(C(=O)Nc3cccc(-c4cccc(C)c4)c3)C2)cn1 (stereo not drawn),18,16,-12,-4,15,-13,15,-9
O=C1c2ccccc2C(=O)N1CCCc1cn(C[C@H]2CC[C@H](Cn3cc(CCCN4C(=O)c5ccccc5C4=O)nn3)O2)nn1,8,/,-8,/,18,-6,-1,/

# A section from further up, for reference:
SMILES,CCR6 antagonist,UBC13 polyUb,ATG4B inh,APJ ag,Gli-Sufu antag,EBI2 block,CXCR6 inh,APJ antag
CCOc1cc(NC(=O)c2ccco2)c(OCC)cc1NC(=O)COc1ccccc1,-8,-54,-7,2,19,15,-8,-22
Cc1cscc1NC(=O)/C=C/C(=O)O,-4,2,3,-2,-17,-1,1,13
Cc1c(C)n(-c2ccc(Cl)cc2)c2ncnc(N)c12,11,8,-7,1,-12,4,11,-14
Cn1nnc2c[n+](CC(=O)c3ccc(Cl)cc3)cc(Br)c21,-9,-14,0,7,6,-8,-13,-25
COc1nc(OC)nc(N2CCC(C(=O)NC3CC3)CC2)n1,-5,4,3,2,-11,-19,-7,4
COc1ccc2c(c1)C1NC(=S)NC(C)(O2)C1C(=O)Nc1ccc(C)cc1C (stereo not drawn),6,11,-15,-4,5,-1,4,5
CCC(Oc1ccccc1)C(=O)Nc1nnc(C(F)(F)F)s1 (stereo not drawn),-13,-1,-2,0,-2,3,-6,7
CCCCn1ccnc1C(=O)c1ccc(S(=O)(=O)N(CCOC)CCOC)cc1,-5,2,-16,-3,-1,1,-1,6
Cn1c(SCC(=O)NC2CC2)nnc1-c1cccc(NC(=O)c2ccccc2F)c1,-7,4,-8,2,3,-1,3,2
CCOC(=O)C1CCN(C(=O)c2ccccc2NC(=O)c2ccc(Br)cc2)CC1,13,9,-10,-4,-8,-7,6,2
NC(=O)Nc1ccc2c(c1)OCCO2,23,1,-4,2,-4,-10,-3,13
Cc1ccc2nc(-c3ccc(NC(=S)NCCC(C)C)cc3)sc2c1,2,-9,1,-3,-52,-10,7,3
O=C(NCCC(=O)N1CCC2(CC1)NCCc1[nH]cnc12)c1cccc(Cl)c1,-2,4,-5,-6,-8,-3,-3,20
O=C(Nc1cc2c(ccc3ccccc32)oc1=O)C1CCCCC1,-1,6,-2,0,-9,8,-8,20
CCc1ncc(CN2CCCC(C(=O)Nc3cccc(-c4cccc(C)c4)c3)C2)cn1 (stereo not drawn),18,16,-12,-4,15,-13,15,-9
O=C1c2ccccc2C(=O)N1CCCc1cn(C[C@H]2CC[C@H](Cn3cc(CCCN4C(=O)c5ccccc5C4=O)nn3)O2)nn1,8,/,-8,/,18,-6,-1,/

# The results go on.
SMILES,CCR6 antagonist,UBC13 polyUb,ATG4B inh,APJ ag,Gli-Sufu antag,EBI2 block,CXCR6 inh,APJ antag
Cc1[nH]c2ccccc2c1/C=C(\C#N)C(=O)NCc1ccccc1,10,-1,-1,-4,6,19,3,1
Cc1onc(-c2ccccc2)c1-c1ccnn1S(=O)(=O)c1ccc(Cl)cc1,26,-12,0,-2,6,1,-7,20
Cc1cc2c(cc1C)NC(c1nc3ccccc3[nH]1)C1=C(CC(C)(C)CC1=O)N2 (stereo not drawn),9,-4,2,-2,-25,3,-4,10
Cc1ccc(S(=O)(=O)N2CCN(C(=O)CCn3nc(C)c(C)c3C)CC2)cc1C,21,1,-4,-1,-5,24,1,14
CCCCN(C(=O)CSc1nncn1-c1ccccc1OC)c1c(N)n(Cc2ccccc2)c(=O)[nH]c1=O,12,-4,-9,-4,0,-10,-5,11
c1ccc(-c2nnc3n2NC(c2ccc4c(c2)OCO4)S3)cc1 (stereo not drawn),14,3,25,-2,1,7,8,18
COc1ccc(C(=O)n2nc(-c3ccc(C)cc3)nc2N)cc1OC,-4,9,-14,-1,-10,3,1,6
O=C(Nc1ccccc1)N(C1=NCCC1)c1ccc(OC(F)F)cc1,-4,-2,3,-3,-6,-12,16,9
CC(C)CN(C(=O)COC(=O)c1ccc2c(c1)NC(=O)CS2)C1CCS(=O)(=O)C1 (stereo not drawn),17,-7,-3,-3,4,4,1,5
C(=Nc1ccc(Nc2ccccc2)cc1)c1ccc2ccccc2c1,-7,/,-1,/,-23,1,-28,/
COc1ccccc1C(=O)Nc1ccc(NC(=O)C2CCCCC2)nc1,2,13,-2,0,22,-3,-5,-19
CCN(CC)CCOC(=O)c1ccc(NC(=O)C2(c3ccccc3)CCCC2)cc1,11,5,-13,3,-10,-1,6,30
Cc1nc(C)c(C(=O)OCC(=O)N(C)c2ccccc2)s1,17,-8,3,2,-3,8,-9,24
Oc1ccc(Br)cc1/C=N/N1CCCCC1,17,8,8,-2,-35,-9,0,-5
Brc1ccccc1Cn1c(-c2cncs2)nc2ccccc21,9,12,-2,0,-2,9,5,13
Cc1cc2c3c(c1C)C1(C(=O)N3C(C)(C)CC2C)C(C#N)=C(N)Oc2cc(O)ccc21 (stereo not drawn),0,1,-34,2,4,-10,-3,-5
CC(C)=C(NC(=O)c1ccccc1)C(=O)NC(Cc1ccccc1)C(=O)O (stereo not drawn),15,-2,-4,-4,16,-8,-2,13
C[C@@H](C(=O)Nc1ccccc1N1CCOCC1)N1C(=O)C2CC=CCC2C1=O (stereo partly drawn),-11,-6,-1,1,-10,2,1,4
CC(C)C(OC(=O)c1ccccc1)c1nccc2ccccc12 (stereo not drawn),22,-1,-3,-1,-28,6,2,-4
Cc1ccc(C)c(NC(=O)C(CC(=O)O)Cc2ccccc2)c1 (stereo not drawn),2,-7,3,-2,-17,7,9,2
C[C@H](NC(=O)COc1ccc(Cl)cc1)C(=O)N1CCC2(CC1)NCCc1[nH]cnc12,-8,8,-3,-3,-12,-6,9,29
NCCCCCNC(=O)/C=N\O,3,9,-10,2,2,-2,0,-7
CC(C)C(c1nnnn1Cc1ccccc1)N(Cc1ccco1)Cc1cccs1 (stereo not drawn),24,9,-2,-1,-6,26,-5,-2
Oc1ccc(Nc2nc3ccccc3nc2Nc2ccc(O)cc2)cc1,5,-7,0,0,-14,1,8,-10
